TEAD-YAP block – TEAD-YAP interaction inhibition, primary screen, TEAD-YAP interaction inhibitor project, luminescence, HEK-TIYL cells. TEAD-Gal4/YAP UAS-luciferase luminescence. inhibition, % at 9.12 µM. hit rate 1.4% among 640,000. AID 1259422, 2018; in the data active = inhibition above about 32%;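 note: 0% = median of test compound wells and 100% = reference inhibitor wells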
MITF primary – MITF inhibitors, primary screen, biochemical, AlphaScreen, human | AlphaScreen MITF homodimerization, bead proximity signal | AID 1259374, 2018 | Microphthalmia-associated transcription factor (Homo sapiens), O75030 | inhibition, % at 2.6 µM | hit rate 0.91% among 650,000; in the data active = inhibition above about 50%;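 note: 0% = vehicle wells with protein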
Target sequence (O75030 whole entry, looked up): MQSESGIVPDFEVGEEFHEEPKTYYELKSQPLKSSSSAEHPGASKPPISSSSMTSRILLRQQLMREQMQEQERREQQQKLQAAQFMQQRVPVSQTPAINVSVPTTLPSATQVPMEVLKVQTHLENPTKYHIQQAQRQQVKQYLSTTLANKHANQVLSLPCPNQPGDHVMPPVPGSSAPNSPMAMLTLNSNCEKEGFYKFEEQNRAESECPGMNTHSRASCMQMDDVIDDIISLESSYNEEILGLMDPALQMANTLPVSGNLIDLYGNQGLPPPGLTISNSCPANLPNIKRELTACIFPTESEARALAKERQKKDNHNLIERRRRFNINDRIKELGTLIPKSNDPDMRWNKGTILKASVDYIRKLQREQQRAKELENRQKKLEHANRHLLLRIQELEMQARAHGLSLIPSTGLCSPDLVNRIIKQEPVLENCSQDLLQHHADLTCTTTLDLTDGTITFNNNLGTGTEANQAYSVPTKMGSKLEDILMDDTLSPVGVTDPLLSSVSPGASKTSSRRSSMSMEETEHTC
FBW7 activator – FBW7 E3 ligase activators, primary screen, biochemical, AlphaScreen, human | F-box/WD repeat-containing protein 7 (Homo sapiens), Q969H0 | AlphaScreen FBW7–phospho-cyclin E peptide binding, activator screen | AID 1259310, 2017 | hit rate 0.13% among 650,000 | normalized activity (activation), % at 26.1 µM; in the data active = normalized activity above about 1.9%;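 note: purified mutant Fbw7 with reduced substrate affinity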
GPR151 ag – activators of human GPR151, primary screen, cell-based, PathHunter beta-arrestin, luminescence | PathHunter beta-arrestin GPR151 cells | activation, % at 11.2 µM | hit rate 1% among 650,000 | AID 1508602, 2020; in the data active = activation above about 4.9%;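 note: 0% = median of compound wells and 100% = cells with positive control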
Target sequence (Q8TDV0 whole entry, looked up): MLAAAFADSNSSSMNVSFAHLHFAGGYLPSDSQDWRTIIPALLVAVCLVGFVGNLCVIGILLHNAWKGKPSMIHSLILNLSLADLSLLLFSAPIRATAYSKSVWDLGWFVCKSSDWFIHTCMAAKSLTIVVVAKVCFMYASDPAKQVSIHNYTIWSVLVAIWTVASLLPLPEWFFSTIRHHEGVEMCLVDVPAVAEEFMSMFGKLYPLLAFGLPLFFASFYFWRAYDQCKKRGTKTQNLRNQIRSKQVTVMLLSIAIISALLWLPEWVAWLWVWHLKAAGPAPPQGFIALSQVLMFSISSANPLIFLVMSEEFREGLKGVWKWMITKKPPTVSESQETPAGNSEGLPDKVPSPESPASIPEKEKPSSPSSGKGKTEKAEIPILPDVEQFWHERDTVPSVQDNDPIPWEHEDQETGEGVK
Active calls of the source: *; . = not tested or not shown; & = joins results of further samples.

SMILES	TEAD-YAP block	MITF primary	FBW7 activator	GPR151 ag
COCCNC(=O)CN(C)S(=O)(=O)c1ccc2c(c1)c(=O)n(C)c(=O)n2C	3	21	0.0	0.6
CC(=O)Oc1ccc(C(=O)NCCc2ccc(S(N)(=O)=O)cc2)cc1	7	-6	0.3	0.2
O=C(COc1ccc(Cl)cc1)NC1CCCC1	-4	20	0.3	-0.6
Cc1cccc(N(CC(=O)N2CCN(c3ccccc3)CC2)S(=O)(=O)c2ccccc2)c1	8	11	0.0	5.8*
COCCCNC(=O)Cn1cnc2sc(C)c(S(=O)(=O)N3CCOCC3)c2c1=O	-4	0	0.3	2.5
CCCCNS(=O)(=O)c1ccc2[nH]c3nc(SCC(=O)NC4CCCC4)nnc3c2c1	1	-6	-0.1	0.1
COc1cc(OC)cc(C(=O)Nc2ccc(OCC(=O)O)cc2)c1	-2	-2	-0.2	-7.4
CSc1nc2c(c(=O)n(C)c(=O)n2C)n1CCCc1ccccc1	2	14	0.5	0.3
Cc1ccc2oc(-c3ccc(C)c(NC(=O)c4ccccc4F)c3)nc2c1	12	18	0.6	-0.4
CC(=O)c1cccc(NC(=O)c2oc3c(c2C)-c2[nH]ncc2CC3)c1	-21	13	0.0	0.0
C=CCn1c(SCC(=O)c2ccc(-c3ccccc3)cc2)nc2sc3c(c2c1=O)CCC3	-12	-13	-0.1	0.0
Cc1ccc(N(C(C)C(=O)N2CCc3ccccc3C2)S(C)(=O)=O)cc1C (stereo not given)	-2	9	-0.4	-0.3
CC(C)NC(=O)c1ccc(CS(=O)Cc2ccc(Cl)cc2)o1 (stereo not given)	-2	-9	-0.2	0.0
CCOCCCNC(=O)/C=C/c1ccccc1	-10	-10	-0.2	-0.3
CCCCNC(=S)NNC(=O)c1c(C)nc2ccccn12	1	9	0.0	0.5
CC(C)(C)CC(=O)Nc1ccc(Cl)c([N+](=O)[O-])c1	9	4	0.1	-0.8
COc1cccc(-c2nc(S(=O)(=O)c3ccc(C)cc3)c(N3CCOCC3)o2)c1	5	4	-0.1	1.8
CCOc1ccc(CNC(=O)C(C)Nc2nn3c(=O)cc(C)nc3s2)cc1 (stereo not given)	1	15	0.8	3.1
CC1CN(c2ccc([N+](=O)[O-])cc2C#N)CC(C)O1 (stereo not given)	-13	-4	-0.3	0.8
CCOC(=O)CC(=O)CSc1nc2ccsc2c(=O)n1-c1ccc(OC)cc1	-10	7	0.0	-1.3
Brc1ccc(-c2cn3c4ccccc4nc3n2CCN2CCCCC2)cc1	-6	5	0.2	-0.2
Cc1nc(Nc2cnc3ccccc3c2)c2c3c(sc2n1)CCC3	20	5	0.4	-0.5
CC1CC(C)CN(C(=O)/C=C/c2ccc3c(c2)OCO3)C1 (stereo not given)	-2	17	0.1	0.2
COc1cc2c(cc1NC(=O)CCCCCN1C(=O)c3ccccc3C1=O)oc1ccccc12	-1	0	0.0	1.0
Cc1ccc(S(=O)(=O)N2CCOCC2)cc1C(=O)OC1CCOC1=O (stereo not given)	7	6	0.2	0.8
CCOc1cc(/C=C2\C(=O)N(c3cccc(C(=O)O)c3)N=C2C)cc(Cl)c1O	9	17	-1.3	0.0
C#CCOC(=O)Nc1cccc(Cl)c1	4	14	0.3	1.2
CC(=O)Nc1ccc(N2C(=O)c3ccc(C(=O)O)cc3C2=O)cc1C	2	2	-0.1	2.0
CCCC(=O)Nc1ccc2nc(-c3ccc(OC)cc3)[nH]c2c1	-26	3	0.0	-0.5
Clc1ccc(C2N(Cc3ccccc3)CCN2Cc2ccccc2)cc1	0	3	0.0	-1.2
COc1ccc(C2(CNC(=O)COc3ccc(F)cc3)CCCC2)cc1	-1	16	1.0	1.0
Cc1ccc(C2CC(c3ccccc3)n3nc(N)nc3N2)cc1 (stereo not given)	4	14	-0.2	1.8
CCOc1ccccc1N1CC(C(=O)Nc2ccc3c(C)cc(=O)oc3c2)CC1=O (stereo not given)	7	15	0.1	-0.9
COc1ccc(C(=O)NC2CCCCC2)cc1S(=O)(=O)N1CCC(C)CC1	0	67*	-0.2	0.1
Cc1nccn1CCNC(=O)/C=C/c1ccccc1	11	12	0.0	0.3
CCCSc1nnc2c(=O)n(C)c(=O)n(C)c2n1	1	3	-0.2	-1.4
COc1ccc(C2(CC(=O)NCc3nonc3C)CC(=O)N(C3CCCC3)C2=O)cc1 (stereo not given)	-1	-12	-0.3	-1.2
COC(=O)C1=CN(Cc2ccc3c(c2)OCO3)C=C(C(=O)OC)C1c1ccc(OC)c(OC)c1	6	1	0.2	-1.4
COCCn1c(C23CC4CC(CC(C4)C2)C3)n[nH]c1=S	6	13	0.3	-0.8
Cc1cc(C)c(NC(=O)CSC2=C(C#N)C(c3ccccc3C)C3=C(CCCC3=O)N2)c(C)c1 (stereo not given)	3	-5	0.1	-1.6
O=C(NC1CCCC1)C(=O)N(C1CCCC1)C(C(=O)NCc1ccco1)c1cccs1 (stereo not given)	3	13	-0.1	0.1
CC(=O)Nc1cc(NC(C)=O)c(C)c(Sc2ccccc2)c1	9	1	-0.1	-1.0
CCN(CC)S(=O)(=O)c1ccc(SCC(=O)OC)c([N+](=O)[O-])c1	7	8	0.2	-0.4
CCn1c(SCC(=O)c2ccc(Cl)cc2)nc2ccccc2c1=O	-2	-2	0.1	0.4
CCCCNC(=O)CN1N=C(c2ccc(C)cc2)CCC1=O	2	6	-0.1	0.3
Cc1noc(C)c1S(=O)(=O)NCCCN1CCN(Cc2ccccc2)CC1	-2	-6	0.0	-2.3
CCCCC1=NN2C(=N)/C(=C/c3ccc(OCCOc4ccccc4Cl)cc3)C(=O)N=C2S1	5	-8	0.1	-0.3
O=C(NNc1ccccn1)C(=O)NNS(=O)(=O)c1ccc(F)cc1	-5	36	-0.2	1.2
O=C(CCc1cccnc1)NCc1nnc2n1CCN(C(=O)CC1=CCCCC1)CC2	4	7	0.0	-0.7
CC(C)NC(=O)CC1Oc2ccc(Cl)cc2NC1=O (stereo not given)	6	8	0.2	-2.8
Carrying on.
SMILES	TEAD-YAP block	MITF primary	FBW7 activator	GPR151 ag
CC1(C2CC(C(F)(F)F)n3nc(C(=O)N4CCC(c5ccncc5)CC4)cc3N2)CC1 (stereo not given)	-3	-11	0.1	-1.4
O=C(COC(=O)c1ccc2c(c1)C1C=CCC1C(c1ccc(Cl)cc1)N2)c1ccc(Cl)cc1 (stereo not given)	3	4	0.4	2.1
CC(C)(C)C(=O)Nc1ccc(C(=O)Nc2ccc(C(=O)O)cc2)cc1	-1	9	0.0	-0.7
CN(C)CCCOC(=O)c1ccc(F)cc1	6	-3	0.0	3.2
Nc1nc2c(ncn2[C@H]2C[C@H](O)[C@@H](COP(=O)(O)O)O2)c(=O)[nH]1	0	39	0.0	-2.0
Cc1ccc(Oc2ccc(N3C(=O)c4cccc([N+](=O)[O-])c4C3=O)cc2)cc1C	33*	-6	-0.1	0.9
OCCNc1nc(NCc2cccnc2)nc2nc[nH]c12	6	-2	-0.1	1.0
O=C1NCCCCC1NS(=O)(=O)c1ccc(Cl)cc1 (stereo not given)	17	5	0.5	-0.7
COc1ccc(Nc2nnc(Cc3ccncc3)c3ccccc23)c(OC)c1	-10	-3	0.1	2.5
COc1ccc(Br)cc1CNc1ccc(CNc2ncn[nH]2)cc1	4	2	0.1	0.3

By substructure: the entries above containing an NH in an aromatic ring (7)
SMILES	TEAD-YAP block	MITF primary	FBW7 activator	GPR151 ag
CCCCNS(=O)(=O)c1ccc2[nH]c3nc(SCC(=O)NC4CCCC4)nnc3c2c1	1	-6	-0.1	0.1
CC(=O)c1cccc(NC(=O)c2oc3c(c2C)-c2[nH]ncc2CC3)c1	-21	13	0.0	0.0
CCCC(=O)Nc1ccc2nc(-c3ccc(OC)cc3)[nH]c2c1	-26	3	0.0	-0.5
COCCn1c(C23CC4CC(CC(C4)C2)C3)n[nH]c1=S	6	13	0.3	-0.8
Nc1nc2c(ncn2[C@H]2C[C@H](O)[C@@H](COP(=O)(O)O)O2)c(=O)[nH]1	0	39	0.0	-2.0
OCCNc1nc(NCc2cccnc2)nc2nc[nH]c12	6	-2	-0.1	1.0
COc1ccc(Br)cc1CNc1ccc(CNc2ncn[nH]2)cc1	4	2	0.1	0.3

The listing continues.
SMILES	TEAD-YAP block	MITF primary	FBW7 activator	GPR151 ag
CC(=O)Nc1ccc(Nc2ncnc3c2nc(N2CCOCC2)n3C(C)C)cc1	-29	1	0.3	4.4
CC(C)=C1C2C=CC1C(C(=O)Nc1cccc([N+](=O)[O-])c1)C2C(=O)O (stereo not given)	-7	8	-0.3	1.5
COc1ccc(NC(=O)C2=C(C)NC(SCC(=O)Nc3ccccc3)=C(C#N)C2c2ccccc2)cc1 (stereo not given)	11	3	-0.1	1.4
Cc1ccc(S(=O)(=O)N(CC(=O)Nc2cc(Cl)ccc2C)c2ccccc2C)cc1	5	8	0.6	-1.7
COc1ccc(-c2nn(CCC(=O)O)cc2/C=C2\SC(=S)NC2=O)cc1OC	1	1	-0.2	1.7
CCCCNC(=O)NC(=O)c1c(Cl)nc(C)c(Cl)c1C	-3	-4	0.0	0.3
NS(=O)(=O)c1ccc(CNc2ccc3ncc(-c4ccccc4CO)n3n2)cc1	4	-12	0.0	-0.6
O=C(Nc1cccc(Br)c1)N1CCC(CN2CCCC2)CC1	3	5	0.4	0.3
CCOC(=O)N1CCc2c(sc(NC(=O)C(C)(C)C)c2C(N)=O)C1	1	-1	0.0	0.9
CCCCNC(=O)CNC(=S)N(Cc1ccccc1F)C1CCCCC1	-2	-2	0.4	-1.5

Record cards, as listed above. Screens in order: TEAD-YAP block	MITF primary	FBW7 activator	GPR151 ag
CCOC(=O)N1CCc2c(sc(NC(=O)C(C)(C)C)c2C(N)=O)C1 is listed as 1	-1	0.0	0.9
Cc1ccc(S(=O)(=O)N(CC(=O)Nc2cc(Cl)ccc2C)c2ccccc2C)cc1 is listed as 5	8	0.6	-1.7

Next section.
SMILES	TEAD-YAP block	MITF primary	FBW7 activator	GPR151 ag
CCN(CC)c1ccc(/C=C2\C(=O)N(c3nc(-c4ccccc4O)cs3)N=C2C)cc1	11	2	0.0	-0.9
COC(=O)c1c(NC(=O)CCCOc2cccc(C)c2)sc2c1CCC2	1	12	0.2	-1.2
O=C(Nc1ccon1)Nc1cccc(Cl)c1Cl	-8	11	0.2	2.0
O=C(c1ccc(Cn2c(=O)[nH]c3ccsc3c2=O)cc1)N1CCCCC1	4	10	0.0	-0.7
O=C(c1nc2sccn2c1CNCCSc1ncn[nH]1)N1CCCCCCC1	8	1	0.3	0.9
CC(C)OC(=O)CSc1nnc2c3c4c(sc3ncn12)CCCC4	-2	6	0.0	-0.6
COc1ccc(CCn2c(=O)c(C#N)cc3c(=O)n4cc(C)ccc4nc32)cc1OC	4	7	0.0	-0.2
Cc1nnc(NC(=O)CN2C(=O)c3ccccc3C2=O)s1	4	17	0.2	-0.5
COC(=O)c1ccc(C(=O)OC)c(NC(=O)c2cc3nc(-c4ccc(OC)cc4)cc(C(F)(F)F)n3n2)c1	-7	10	-0.1	-0.8
O=C(COC(=O)c1ccc([N+](=O)[O-])o1)NCc1ccccc1	-7	11	0.4	-1.2
Cc1csc(NC(=O)CSc2nc(C)cc(C)c2C#N)n1	22	-11	0.1	-0.7
Cc1ccc(C)c(-n2nnnc2SCC(=O)OCC(=O)c2ccccc2)c1	-1	18	0.1	-2.6
Nn1cnn2c(SCC(=O)O)nnc12	6	2	-0.6	-1.5
COc1ccc(NC(=O)CSc2nnc3n2CCN3c2ccc(C)cc2)cc1OC	-10	-1	-0.1	0.7
Cc1cnc(N2CCC(N3CCOCC3)CC2)nc1NCCO	3	-10	0.0	-3.2
Cc1cccc(NC(=O)CC2SC(N)=NC2=O)c1C (stereo not given)	3	-11	-0.1	-1.5
O=C(NCCc1cccc(F)c1)/C(=C/c1cccnc1)NC(=O)c1ccccc1	2	-3	0.3	-0.6
COc1cc(C)nc(N2CCC(C(=O)NCCc3ccccc3)CC2)n1	-12	8	0.0	-0.3
CCn1c(=O)n(CC(=O)N2CCN(Cc3ccccc3)CC2)c(=O)c2ccccc21	-19	-8	-0.1	-1.9
O=C1c2cccc(N3CCCC(C(=O)N4CCC[C@H]4CO)C3)c2C(=O)N1C1CCCC1 (stereo not given in full)	-31	4	0.1	1.7
O=C(Nc1ccc(-c2cc(-c3ccc(NC(=O)c4ccccc4)cc3)nc(-c3ccccc3)n2)cc1)c1ccccc1	2	-6	0.3	0.7
C=CCCC(=O)NCC1Cc2c(ccc3cc(-c4ncccn4)ccc23)O1 (stereo not given)	-21	-5	0.1	0.9
O=C1OC2(c3ccc(O)cc3Oc3cc(Oc4ccc(O)cc4)ccc32)c2ccccc21 (stereo not given)	.	15&1	.	-2.7&-0.8
N#C/C(=C\c1c(Cl)cccc1Cl)C(=O)NCc1cccnc1	5	3	0.0	0.2
COC(=O)c1ccccc1S(=O)(=O)C1CCN(C(=O)c2ccccc2OC)CC1	3	-3	-0.1	0.8
Cc1c(NCc2nc3ccccc3[nH]2)c(=O)n(-c2ccccc2)n1C	-2	-8	-0.4	-1.4
O=C(Cc1cccs1)NNC(=S)NCC1CCCO1 (stereo not given)	4	9	0.0	-0.2
COc1cc(/C=N/Nc2ncc(C(F)(F)F)cc2Cl)cc(OC)c1O	-10	-3	-0.2	0.6
COC(=O)C1=C(C)NC2=C(C(=O)CCC2)C1c1ccc(OC(C)=O)c(OC)c1 (stereo not given)	3	0	0.0	-0.3

Compound activity deposited in PubChem BioAssay by The Scripps Research Institute Molecular Screening Center.
